TexasRed fluor = Texas Red fluorescence interference in TRb-SRC2 counter-screen. Potency, µM (series often up to 106 µM), without a hit: top-dose fluorescence change, negative = quenching. AID 1479. TRb/SRC2 Texas Red total fluorescence interference. 280,000 tested, 0.29% active; active = well fitted curve in either direction with a large enough effect; inconclusive = small, poorly fitted or top-dose-only effect
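Human TRβ ligand-binding domain (0.6 uM) and Texas Red SRC2 peptide (20 nM) in Tris buffer with 1 uM T3 and 5% DMSO were incubated with pinned compound for 5 hr at ambient temperature. Total fluorescence was computed as S + 2P (555/632 nm).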
TRb SRC2 PPI = inhibitors of human thyroid hormone receptor beta-SRC2 interaction; P10828; TRbeta-SRC2 peptide binding, fluorescence polarization; receptor liganded with 1 µM T3; Potency, µM (series often up to 106 µM), without a hit: top-dose activity change, negative = inhibition, hits mostly inhibitors; 280,000 tested, 0.065% active; AID 1469;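 also: plate controls were bound peptide for no effect and peptide without receptor for full effect; nearly all actives have a fitted effect of over 50% in size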
Target sequence (P10828 whole entry, looked up): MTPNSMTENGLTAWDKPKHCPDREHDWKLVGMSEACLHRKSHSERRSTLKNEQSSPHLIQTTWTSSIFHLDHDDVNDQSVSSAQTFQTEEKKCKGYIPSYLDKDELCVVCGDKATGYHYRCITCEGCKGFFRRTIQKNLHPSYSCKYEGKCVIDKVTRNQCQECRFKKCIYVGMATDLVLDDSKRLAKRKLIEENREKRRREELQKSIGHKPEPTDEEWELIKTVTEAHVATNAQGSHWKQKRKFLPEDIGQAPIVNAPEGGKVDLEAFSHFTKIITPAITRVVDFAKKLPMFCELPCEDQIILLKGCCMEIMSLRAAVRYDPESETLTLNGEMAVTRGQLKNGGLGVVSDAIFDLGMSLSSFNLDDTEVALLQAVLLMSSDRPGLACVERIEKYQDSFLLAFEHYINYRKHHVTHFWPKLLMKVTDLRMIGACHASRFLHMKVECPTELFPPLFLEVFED
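Read-out is fluorescence polarization (555 nm excitation, 632 nm emission) of a Texas Red SRC2 coactivator peptide; loss of signal reflects blocked binding to human TRb ligand-binding domain in the presence of 1 uM T3.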
L3MBTL1 block = blocks human L3MBTL1 | Q9Y468 | AlphaScreen L3MBTL1–H3K9me1 peptide binding | Potency, µM (highest dose often 57.1 µM), without a hit: at the top dose activity, negative = inhibition, most hits filed as inhibitors | 230,000 tested, 0.66% active; also: nearly all actives have a fitted effect of over 60% in size
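L3MBTL1 50 nM + b-AHA-H3(1-15)K9me1 75 nM, 30 min RT; compound added, 30 min RT; streptavidin donor/Ni-chelate acceptor beads 10 ug/mL each final, 30 min RT dark; AlphaScreen read.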
Tau fluor counter = counter-screen for tau fibril formation inhibitors | AID 1463 | 280,000 tested, 0.93% active | tau K18 P301L Alexa594 fluorescence, heparin fibrillization | Potency, µM (highest dose often 57.7 µM), without a hit: at the highest dose activity change, negative = decrease; also: nearly all actives have a fitted effect of over 55% in size
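Human K18 P301L tau (15 uM unlabeled plus 0.24 uM Alexa 594-labeled, final) in 100 mM sodium acetate pH 7 was mixed with compound and 20 uM heparin and incubated 6 hr at 37 C.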
ALDH1A1 inh = inhibitors of human aldehyde dehydrogenase 1A1; Purified ALDH1A1, NADH fluorescence, propionaldehyde substrate; Potency, µM (series often up to 75.3 µM), for inactives: at the top dose activity, negative = inhibition, most hits filed as inhibitors; 220,000 tested, 7.3% active; active = well fitted inhibition curve with a large enough effect, not every such curve was filed as active; inconclusive = small, poorly fitted or top-dose-only effect, or another doubt; inactive = no such curve, though single readings can be large or run the other way;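 also: plate controls were no enzyme wells and a reference inhibitor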
aGal spleen mod = inhibitors or activators of human alpha-galactosidase in spleen homogenate; human spleen homogenate, 4MU-alpha-Gal fluorescence, 40 min; Potency, µM (highest dose often 80 µM), without a hit: at the highest dose activity change, negative = inhibition, actives largely listed as inhibitors; 240,000 tested, 0.008% active;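 also: 0% = enzyme with vehicle and -100% = no enzyme basal signal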
Target sequence (P06280 32-429 limits assumed): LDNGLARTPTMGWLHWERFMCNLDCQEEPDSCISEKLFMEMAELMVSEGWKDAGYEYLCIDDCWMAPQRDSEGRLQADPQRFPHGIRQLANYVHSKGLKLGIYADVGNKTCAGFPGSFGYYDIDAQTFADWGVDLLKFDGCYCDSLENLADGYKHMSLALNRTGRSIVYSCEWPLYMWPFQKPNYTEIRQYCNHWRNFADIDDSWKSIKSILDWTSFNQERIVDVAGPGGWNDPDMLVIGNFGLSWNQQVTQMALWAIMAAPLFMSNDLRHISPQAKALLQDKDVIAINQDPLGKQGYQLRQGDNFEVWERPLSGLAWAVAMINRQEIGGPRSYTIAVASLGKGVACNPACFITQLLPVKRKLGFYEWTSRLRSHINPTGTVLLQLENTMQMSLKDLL
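Fluorogenic readout (Ex 365/Em 440 nm) of 4-methylumbelliferone released from 1 mM 4-MU-alpha-galactoside by spleen homogenate, 40 min at 37C, pH 5.0. Data normalized to no-enzyme and enzyme controls; Hill-equation AC50 from compound titrations.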
Tau fibril ThT = blocks human tau fibril formation measured by thioflavin T | P10636 | recombinant tau K18 P301L (four-repeat tau fragment), heparin-induced fibrillization, ThT fluorescence | Potency, µM (highest dose often 57.4 µM), inactives show top-dose activity, negative = inhibition, hits mostly inhibitors | 270,000 tested, 2.1% active | AID 1460; also: nearly all actives have a fitted effect of over 55% in size
Target sequence (P10636 561-689 P618L limits assumed): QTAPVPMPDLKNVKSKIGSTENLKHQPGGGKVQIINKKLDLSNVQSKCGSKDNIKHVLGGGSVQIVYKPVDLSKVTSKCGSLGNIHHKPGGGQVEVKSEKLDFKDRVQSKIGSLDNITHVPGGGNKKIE
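K18 P301L tau (15 uM + 0.24 uM Alexa 594-tagged), heparin 20 uM, NaOAc pH 7, 6 h 37 C; ThT 30 uM, 1 h RT, ex 450/em 510 nm.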
Tau fibril FP = blocks human tau fibril formation measured by polarization. K18 P301L tau heparin fibrillization, Alexa594 FP, 6 h. P10636. Potency, µM (top dose mostly 57.7 µM), for the others: at the highest dose activity, negative = inhibition, usual class: inhibitors. 280,000 tested, 0.39% active; also: nearly all actives have a fitted effect of over 55% in size
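Quantitative HTS format: compounds meet 15 uM recombinant K18 P301L tau and Alexa 594-tau tracer in 100 mM sodium acetate pH 7; 20 uM heparin triggers fibrillization at 37 C over 6 hr; FP gives the signal.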
* hit, by the source's call; ? = inconclusive; . = no result given; [ ] = remark or other dose. Unless noted, calls follow the shape of the dose curve; as a rule, active = well fitted curve in the direction sought with a large enough effect; inconclusive = small, poorly fitted or top-dose-only effect, or another doubt; inactive = no such curve, though single readings can be large; an effect the other way counts as inactive or inconclusive. Unless noted, % is scaled to controls: 0 for no effect and ±100 for the full control effect; potency is read from the fitted curve at half-maximal effect.

molecule	TexasRed fluor	TRb SRC2 PPI	L3MBTL1 block	Tau fluor counter	ALDH1A1 inh	aGal spleen mod	Tau fibril ThT	Tau fibril FP
CCOC(=O)c1[nH]c2ccc(OC)cc2c1NC(=O)CN1CCSCC1	0%	7%	-4%	-10%	?	6%	-6%	5%
C#CCOc1c(Br)cc(/C=N/O)cc1OCC	0%	-22%	.	-7%	6%	-5%	2%	-12%
Cc1ccc(S(=O)(=O)Nc2cc(=O)[nH]c(SCC(=O)Nc3cccc(C)c3)n2)cc1	-2%	-2%	.	?	.	-1%	.	16µM*
Cc1c(C#N)c(N)nc(Cl)c1C#N	-2%	-5%	16%	-8%	?	-18%	-11%	-15%
CCOC(=O)c1[nH]c2ccc(Br)cc2c1NC(=O)CNC	-3%	-7%	.	-15%	9%	5%	-17%	9%
COC(=O)c1ccc(OCC(=O)Nc2nn(-c3ccccc3)nc2C(N)=O)cc1	-1%	4%	4%	8%	?	-1%	-21%	12%
CC1(C)CC(=O)c2cc(OCC(=O)NCc3cccnc3)ccc2O1	-2%	-4%	3%	-9%	?	?	-10%	-5%
S=c1[nH]nc(CN2CCCCC2)n1Cc1ccccc1	2%	-5%	.	-15%	2%	-3%	?	-3%

Other compounds:
molecule	TexasRed fluor	TRb SRC2 PPI	L3MBTL1 block	Tau fluor counter	ALDH1A1 inh	aGal spleen mod	Tau fibril ThT	Tau fibril FP
O=C(OCC(=O)c1ccc[nH]1)c1ccc(S(=O)(=O)N2CCCCCC2)cc1	0%	3%	-7%	-20%	-6%	-3%	-10%	-13%
O=C(Cc1cccc2ccccc12)N1CCN(c2ncccn2)CC1	-1%	-2%	.	-3%	-7%	0%	-11%	1%
COc1ccc(CCNc2oc(/C=C/c3ccc(OC)c(OC)c3)nc2C#N)cc1	-4%	3%	.	?	.	.	?	17%
CC(=O)N1CCc2cc(S(=O)(=O)C(C)CC(=O)Nc3ccc(Br)c(C)c3)ccc21 (centres undefined)	-1%	-5%	.	-18%	.	.	0%	-10%
CCCn1nc2cc(C(=O)NCc3ccc(C)cc3)ccc2c1OCC	-1%	-15%	-6%	3%	?	-14%	7%	-9%
COc1ccc(/C=N/NC(=O)c2ccn[nH]2)cc1Cn1cc([N+](=O)[O-])cn1	-2%	-2%	8%	-11%	.	-1%	-7%	-8%
CCS(=O)(=O)c1ccc(C(=O)N2CCN(c3nc4c(OC)ccc(C)c4s3)CC2)cc1	2%	-1%	.	-10%	.	.	-14%	4%
CC(C)OP(=O)(Nc1cccc2ccccc12)OC(C)C	-5%	-3%	2%	-10%	-17%	1%	-7%	8%

The list goes on.
molecule	TexasRed fluor	TRb SRC2 PPI	L3MBTL1 block	Tau fluor counter	ALDH1A1 inh	aGal spleen mod	Tau fibril ThT	Tau fibril FP
O=[N+]([O-])c1ccc(-n2cccn2)c(-c2nn[nH]n2)c1	1%	-6%	.	-8%	?	3%	-6%	-6%
O=C(NCCc1ccc(Cl)cc1)c1nnc(Cc2ccc(F)cc2)o1	-2%	5%	.	-11%	.	.	-7%	-1%
CN(C)S(=O)(=O)c1cccc(-c2nn(-c3ccccc3)cc2/C=C(/C#N)C(=O)NCc2ccco2)c1	-4%	2%	-14%	-27%	?	-22%	-6%	-4%
O=C(NCc1ccc2c(c1)OCO2)C1CC(=O)N(C2CCCCCCC2)C1 (centres undefined)	-1%	-7%	-6%	0%	?	-2%	-12%	6%
CCCCN(C)S(=O)(=O)c1ccc(C(=O)Nc2sc3c(c2C(=O)OCC)CCN(C(C)C)C3)cc1	-2%	7%	.	-23%	.	.	-14%	-15%
O=C(NNC(=O)C1CC=CCC1C(=O)O)c1ccc(Cl)cc1 (centres undefined)	-1%	-6%	.	0%	-8%	-3%	0%	?
CCOC(=O)Nc1sc2c(c1C#N)CCC(C)C2 (centres undefined)	-1%	3%	2%	-18%	?	9%	-14%	-9%
COC(=O)NC(c1ccccc1)c1c[nH]c2ccc(OC)cc12 (centres undefined)	1%	5%	.	-13%	2%	-14%	-9%	4%

Some of the entries so far, with two lines to a compound.
Values run as follows: TexasRed fluor	TRb SRC2 PPI	L3MBTL1 block	Tau fluor counter	ALDH1A1 inh	aGal spleen mod	Tau fibril ThT	Tau fibril FP
CCOC(=O)Nc1sc2c(c1C#N)CCC(C)C2 (centres undefined)
  -1%	3%	2%	-18%	?	9%	-14%	-9%
O=[N+]([O-])c1ccc(-n2cccn2)c(-c2nn[nH]n2)c1
  1%	-6%	.	-8%	?	3%	-6%	-6%
CN(C)S(=O)(=O)c1cccc(-c2nn(-c3ccccc3)cc2/C=C(/C#N)C(=O)NCc2ccco2)c1
  -4%	2%	-14%	-27%	?	-22%	-6%	-4%
O=C(NNC(=O)C1CC=CCC1C(=O)O)c1ccc(Cl)cc1 (centres undefined)
  -1%	-6%	.	0%	-8%	-3%	0%	?
COC(=O)NC(c1ccccc1)c1c[nH]c2ccc(OC)cc12 (centres undefined)
  1%	5%	.	-13%	2%	-14%	-9%	4%

Other records follow.
molecule	TexasRed fluor	TRb SRC2 PPI	L3MBTL1 block	Tau fluor counter	ALDH1A1 inh	aGal spleen mod	Tau fibril ThT	Tau fibril FP
CC(=O)c1ccc(OCC(C)C)c(CN2CCCCC2)c1	1%	1%	0%	?	16%	0%	?	?
N#Cc1ccc(OC(=O)c2cc(-c3ccc4c(c3)OCCO4)on2)cc1	5%	-1%	.	-10%	.	.	-18%	-1%
CC(C)(C)NC(=O)CN(C(=O)c1ccc(Cl)nc1)c1cccc2ccccc12	-2%	-4%	-1%	-12%	12%	-1%	-9%	4%
O=C(NCCc1ccc(Cl)cc1)c1ccc(CS(=O)Cc2cccc(Cl)c2)o1 (centres undefined)	-2%	6%	.	-14%	.	.	-14%	3%
CCOC(=O)c1cnc(SCC(=O)Nc2nc(C)c(C)s2)nc1N	1%	1%	1%	-13%	3%	1%	-16%	-7%
Cn1c(=O)c2c(nc(Cl)n2CC(=O)N2CCCCC2)n(C)c1=O	0%	6%	.	-4%	-11%	-5%	-5%	1%
CN(C)NC(=O)C(NC(=O)c1ccccc1)C12CC3CC(CC(C3)C1)C2 (centres undefined)	2%	1%	.	-3%	5%	4%	-6%	-1%
CC(C)(C)c1ccc(/C=N/NC(=O)Cc2c[nH]c3ccccc23)cc1	-4%	-17%	.	14µM*[quencher]	?	3%	?	-14%

Going on with the list.
molecule	TexasRed fluor	TRb SRC2 PPI	L3MBTL1 block	Tau fluor counter	ALDH1A1 inh	aGal spleen mod	Tau fibril ThT	Tau fibril FP
CCc1ccc(N(C(=O)CCC(=O)Nc2cc(C)on2)C(C(=O)NC2CCCC2)c2ccco2)cc1 (centres undefined)	-3%	-16%	-3%	2%	?	-5%	-9%	3%
O=C(CCC1CCCN(Cc2cccc(Cl)c2)C1)NCc1ccccc1F (centres undefined)	-1%	-2%	-3%	-7%	.	7%	-1%	-6%
COc1ccc(NC(=O)C2=C(C)Nc3c(C(=O)Nc4ccc(C)cc4)cnn3C2c2cc(OC)ccc2OC)cc1 (centres undefined)	1%	2%	.	-29%	.	.	-17%	-11%
CCc1ccc(C2c3[nH]c4ccccc4c3CCN2C(=O)CN2CCN(CC)CC2)cc1 (centres undefined)	-1%	-12%	-18%	-8%	1%	-6%	?	2%
Cc1ccc2c(c1)N(CCC(=O)NCCCOC(C)C)C(=O)C(C)O2 (centres undefined)	-1%	-20%	-1%	0%	-7%	-7%	-1%	7%
O=C(CCC(=O)Nc1ccccc1)NNC(=O)c1ccccc1Cl	-3%	3%	-12%	-4%	2%	-4%	-1%	0%
CCCc1n[nH]c2c1/C(=N\O)CCC2	-6%	-3%	.	11%	-7%	7%	-6%	6%
Nc1c(S(=O)(=O)c2ccccc2)csc1C(=O)O	-3%	-5%	.	3%	17%	4%	1%	-1%

Next compounds:
molecule	TexasRed fluor	TRb SRC2 PPI	L3MBTL1 block	Tau fluor counter	ALDH1A1 inh	aGal spleen mod	Tau fibril ThT	Tau fibril FP
Cc1ccc(CNc2oc(-c3ccc(COc4ccc(C)cc4)o3)nc2C#N)cc1	7%	5%	.	?	.	.	1%	13%
CCOC(=O)N1CCN(C(=O)c2ccc3c(=O)n(CCc4ccccc4)c(=O)[nH]c3c2)CC1	-6%	-2%	2%	-13%	?	-5%	-18%	7%
O=C(CSC1=NS(=O)(=O)c2ccccc21)Nc1ccccc1	2%	-6%	.	-16%	0.56µM*	5%	32µM*	?
COc1ccc(N(C(=O)c2ccccc2F)S(=O)(=O)c2ccc3c(c2)n(C)c(=O)n3C)cc1	-2%	6%	.	-1%	.	.	2%	1%
CCOC(=O)c1c(C)oc2ncnc(N3CCN(c4ccc(C)cc4C)CC3)c12	1%	4%	.	-13%	.	.	-20%	-2%
COc1ccc(C(O)(C(=O)NNc2ccc(C)cc2)c2cccs2)cc1 (centres undefined)	1%	4%	.	-11%	1%	-1%	-20%	-4%
Cc1ccc(NC(=S)N(CCN(C)C)C(C)c2ccco2)c(C)c1 (centres undefined)	-2%	7%	.	-5%	.	12%	-11%	-3%
Cc1cc(C)n2nc(SCC(=O)Nc3cccc(C(F)(F)F)c3)nc2n1	0%	-1%	.	-23%	.	.	-13%	?
Cc1c(F)cccc1NS(=O)(=O)c1ccc(OCCNS(C)(=O)=O)cc1	-1%	1%	.	?	10%	-8%	?	-3%

Pulled by structure from the list above (three):
molecule	TexasRed fluor	TRb SRC2 PPI	L3MBTL1 block	Tau fluor counter	ALDH1A1 inh	aGal spleen mod	Tau fibril ThT	Tau fibril FP
S=c1[nH]nc(CN2CCCCC2)n1Cc1ccccc1	2%	-5%	.	-15%	2%	-3%	?	-3%
CC(C)(C)NC(=O)CN(C(=O)c1ccc(Cl)nc1)c1cccc2ccccc12	-2%	-4%	-1%	-12%	12%	-1%	-9%	4%
O=C(CCC(=O)Nc1ccccc1)NNC(=O)c1ccccc1Cl	-3%	3%	-12%	-4%	2%	-4%	-1%	0%

Assay outcomes (PubChem)
